Dynein transport – dynein cargo transport inhibition. 3617.4 mouse cells, GR-EGFP nuclear translocation imaging; test concentration mostly 20 µM; stimulated with dexamethasone, 1 µM; active compounds read low. z-score, hits read low. 0.47% of 220,000 active. AID 1381;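 active = plate z-score of nuclear minus cytoplasmic receptor signal below a set negative limit, without overly bright fluorescence or cell loss, cut at about -3.5 in these data, passing the limit was not always enough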;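 note: z-score of nuclear minus cytoplasmic ring GR-EGFP intensity difference per well; some compounds called inactive have numbers as strong as hits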
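Buffer or medium – tet-free medium with charcoal-stripped serum · Signal – automated 10x imaging of fixed Hoechst-stained cells · Also added – dexamethasone agonist, 1.0 µM final, for 30 min · Incubation – induction 48 h, compound 1 h, agonist 30 min · Read-out – GR-EGFP nuclear translocation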
AID2073 – disruptors of CaV2.2 binding to Mint1 – biochemical, HTRF (AID 2073) | HTRF protein-protein interaction, Mint1-CaV2.2; higher % means a stronger effect | 0.19% of 290,000 active | one-dose inhibition, % at 20 µM; IC50 in µM for titrated hits; in the data active = inhibition mostly above about 51%, no sharp cut-off; note: some results filed as inactive read as strong as hits
WT yeast gro inh – growth inhibition of WT yeast, mitochondrial fusion screen | inhibition, % at 10 µM | mitochondrial fusion phenotypic screen, WT strain | AID 1362 | 2.1% of 190,000 active; in the data active = inhibition above about 58%; tested in S. cerevisiae
Autophagy mod – alters autophagy in cells. MEF GFP-LC3 puncta imaging; test concentration mostly 10 µM. calls only at 10 µM (by protocol). 0.98% of 190,000 active;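 active = percentage of spot-positive cells more than 3 SD above its plate mean, without a fluorescence outlier flag or 80% toxicity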;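 note: spot-positive cell cutoff set from DMSO-treated cells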
HIV peptide binding – cell-free HIV fusion peptide-binding blockers – biochemical, uHTS, fluorescence dequenching, primary screen (AID 1986); inhibition, % at 20 µM; hits with a dose series show IC50 in µM; cell-free peptide binding, fluorescence dequenching, 30 min; higher % means a stronger effect; 0.3% of 290,000 active; in the data active = inhibition mostly above about 52%, no sharp cut-off; inactive = mostly below about 76%; note: some results filed as inactive read as strong as hits
Ins promoter up – MIN6 insulin promoter up-regulation. MIN6 insulin promoter-GFP reporter, high-content imaging; active compounds read high. z-score at 5 µM. 0.3% of 190,000 active. AID 1625;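 active = z-score above 3 at 5 µM with at least 500 cells counted in the well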
bCat nuc transl – modulators of beta-catenin nuclear translocation; 0.3% of 190,000 active; nuclear translocation activity, % at 5 µM; AID 1665; HeLa beta-catenin nuclear translocation, immunofluorescence imaging;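 active = nuclear translocation activity above 50% at 5 µM, with a well cell count of 50 or more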;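 note: per-cell ratio of nuclear to cytoplasmic median beta-catenin stain intensity; plate controls were DMSO negative control for no effect and GSK-3 inhibitor IX positive control for full effect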
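System: HeLa cells, endogenous beta-catenin; compound dosing: 5 µM primary single dose, 0.1% DMSO, 0.02–20 µM confirmation series; incubation: 24 h compound exposure at 37°C, 5% CO2; signal: beta-catenin immunofluorescence imaging with DAPI; evaluation: % activation, nuclear-to-cytoplasmic median beta-catenin signal ratio per cell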
Yfh1-depleted yeast – enhancers of respiration in Yfh1-depleted yeast, dose response, Friedreich's ataxia, plus single-dose screen (AID 1465); S. cerevisiae Yfh1-off respiration, WST-1 reduction, 72 h; higher fold induction means a stronger effect; fold induction at 50 µM, or EC50 in µM where a hit was titrated; 0.074% of 220,000 active;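 active = fold induction of absorbance versus untreated yeast above a set limit, then at least 30% activation at any dose in follow-up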;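 note: activators that raise dye reduction in frataxin-depleted yeast; strong numbers were not always called active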
MT stabilizer – stabilizes microtubules in HeLa cells | 0.83% of 200,000 active | % tubulin-high responders, % at 10 µM | AID 2205 | HeLa tubulin immunostaining HCS, 24 h; share of cells brighter than vehicle mean+2SD;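 active = plate Z-score above 3 for both tubulin-high and condensed-nucleus cell shares, with cell loss under 80%, at 10 µM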;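 note: anti alpha tubulin signal scored within the nucleus-defined area of each cell; some results filed as inactive read as strong as hits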
WT yeast gro inh mutant strain – second read-out of WT yeast gro inh, no call of its own (marks repeat the call); inhibition, %; mitochondrial fusion phenotypic screen, mutant strain inhibition
Dynein transport cytoplasmic EGFP – second read-out of Dynein transport, no call of its own (marks repeat the call); z-score; measured here: cytoplasmic GR-EGFP intensity; active compounds read high
Dynein transport nuclear GR-EGFP – second read-out of Dynein transport, no call of its own (marks repeat the call); z-score; measured here: nuclear GR-EGFP intensity;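 lower value marks the stronger effect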
Dynein transport cell count – second read-out of Dynein transport, no call of its own (marks repeat the call); z-score; measured here: cell count per field
Ins promoter up cell count – recorded beside Ins promoter up, whose call it bears; cell count; measured here: cytotoxicity, nuclei count;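 total cells summed across four imaged fields per well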
bCat nuc transl cell count 5 µM – recorded beside bCat nuc transl, whose call it bears; cell count; measured here: cell count, cytotoxicity flag
MT stabilizer Hoechst-high % – recorded beside MT stabilizer, whose call it bears; % Hoechst-high responders; measured here: nuclear condensation Hoechst responders;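 share of cells brighter than vehicle mean plus two SD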
MT stabilizer cytotoxicity % – further read-out of MT stabilizer, marked with its call; toxicity, %; measured here: cytotoxicity by cell density;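 0% = mean cell density of plate MIN control wells and 100% = no cells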
Autophagy mod cell loss 18 h – also measured in Autophagy mod; calls as there; toxicity, %; measured here: cell loss, nuclei count;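 cell loss after 18 h compound exposure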
An asterisk follows results filed as active; i = inactive; / = no result given.

SMILES	Dynein transport	Dynein transport cytoplasmic EGFP	Dynein transport nuclear GR-EGFP	Dynein transport cell count	AID2073	WT yeast gro inh	WT yeast gro inh mutant strain	Autophagy mod	Autophagy mod cell loss 18 h	HIV peptide binding	Ins promoter up	Ins promoter up cell count	bCat nuc transl	bCat nuc transl cell count 5 µM	Yfh1-depleted yeast	MT stabilizer	MT stabilizer Hoechst-high %	MT stabilizer cytotoxicity %
C=CCOc1ccccc1CN1CCC(CO)(CCOc2ccccc2)CC1	-0.217	-0.28	-0.305	0.691	13.7%	15.8	14.8	i	19.7	0.4%	-0.17	1359	5.4	957	i	2.9	2.0	6.4
Cc1cc(C(=O)Nc2c(C)nn(Cc3ccccc3Cl)c2C)no1	-0.0279	-0.212	0.139	0.513	-0.4%	-13.2	-31.7	i	12.2	1.4%	-0.12	1524	-1.4	909	i	1.3	1.5	10.4
O=C(NC(=S)Nc1cccnc1Cl)c1ccco1	-0.465	-0.336	0.095	1.02	22.5%	10.2	16.5	i	9.6	1.6%	0.1	1312	-3.1	1083	i	6.0	1.9	13.3
O=C(OCC1COc2ccccc2O1)c1ccccc1F (stereo not drawn)	-0.751	-0.231	-0.161	0.946	-2.3%	26.2	8.4	i	-4.0	0.7%	0.75	906	1.0	1098	i	6.1	4.1	4.4
O=C(CCCOc1ccccc1)Nc1ccc2c(c1)OCCO2	-0.229	-0.21	-0.285	0.327	1.4%	7.2	2.5	i	8.5	0.2%	-0.69	824	-2.6	1147	i	1.3	1.1	5.7
OCCN1CCN(Cc2nc(-c3cccc(Cl)c3)no2)CC1	1.12	0.118	0.751	-0.529	21.8%	4.3	10.1	i	-40.3	0.9%	-0.3	1272	0.5	1082	i	1.0	1.5	1.4
O=C(Nc1ccncc1)c1ccccc1F	1.84	-0.0346	1.67	-2.15	5.7%	5.8	2.3	i	3.4	3.1%	1.12	1289	0.3	778	i	3.1	2.5	13.4
O=C(CSc1nnc(-c2ccco2)n1Cc1ccccc1)OC1CCCCC1	-0.262	-0.159	-0.12	-0.257	1.2%	-2.4	0.6	i	5.0	-0.3%	0.31	1227	-0.5	1321	i	2.3	1.1	5.7
COc1ccc(CC(=O)Nc2ccc(-c3cn4cccc(C)c4n3)cc2)cc1OC	-0.0854	-0.239	0.154	1.12	8.3%	-9.9	-8.3	i	-3.6	-0.9%	0.43	978	-2.5	1252	i	2.7	2.0	6.1
CCc1nc(C)cn1S(=O)(=O)c1cc(C)c(OC)c(C)c1C	-0.555	-0.278	-0.356	0.226	0.1%	4.5	6.3	i	21.5	0.2%	/	/	/	/	i	2.9	1.1	3.7
CNC(=O)CO/N=C/c1ccc(N(C)C)cc1	0.774	-0.224	0.281	0.197	5.4%	20.2	-2.1	i	-2.1	0.0%	0.25	1349	0.5	1028	i	2.8	1.6	2.6
CCOC(=O)c1cnc(SCCN2CCOCC2)nc1N	-1.58	-0.29	-1.01	3.28	-0.9%	10.1	4.1	i	3.4	-0.4%	-0.16	1449	-0.3	1063	i	2.4	2.0	9.8
COC(=O)c1ccc(C2CC(=O)Nc3cc(OC)c(OC)c(OC)c32)cc1 (stereo not drawn)	0.0472	0.158	0.0975	0.149	-3.9%	1.1	-16.4	i	-4.4	-2.6%	/	/	/	/	i	4.4	2.3	1.9
O=C(N/N=C/c1cccc(O)c1)c1ccccc1O	-0.71	-0.219	-0.344	1.17	8.0%	/	/	/	/	1.3%	0.63	1072	0.3	1310	i	/	/	/
COC(=O)c1ccc(OC(=O)c2ccco2)cc1	2.03	-0.141	1.32	-1.65	-12.0%	-1.6	1.3	i	12.7	0.4%	/	/	-1.4	873	i	1.8	1.3	3.8
CCOC(=O)c1c(C(F)(F)C(F)(F)C(F)(F)C(F)(F)F)n[nH]c1C	3.05	0.293	1.8	-1.2	0.7%	-0.4	-16.3	i	-2.4	-1.1%	-0.08	900	/	/	i	2.4	1.4	5.7
O=C(/C=C/N1CCOCC1)c1cc2ccccc2o1	-0.717	-0.418	-0.124	0.916	5.0%	4.3	-31.0	i	26.2	3.4%	0.24	1868	-4.5	1135	i	3.6	3.5	10.1
Cc1cc(C)n(-c2nc3ccccc3n3cnnc23)n1	0.152	-0.202	0.0588	0.224	11.3%	-20.7	-19.4	i	-15.5	-1.6%	0.52	1272	-5.8	891	i	1.5	2.0	10.2
CCn1c(SCC(=O)Nc2ccc3c(c2)OCCO3)nnc1-c1ccco1	-0.6	-0.246	-0.23	-0.131	-0.3%	12.7	21.3	i	-12.9	0.8%	-0.11	1088	/	/	i	1.5	1.1	4.7
CC(=O)c1cc2c(cc1NS(=O)(=O)c1ccccc1C)OCO2	-0.866	-0.329	-0.314	0.394	2.2%	-16.9	-13.7	i	12.9	-1.6%	0.18	1483	0.0	1468	i	2.7	1.6	4.9
CNC(=S)NNC(=O)c1cccn(Cc2cccc(Cl)c2)c1=O	-0.258	-0.223	-0.319	0.423	-41.1%	16.4	5.5	i	2.2	-7.8%	-1.18	1609	-1.2	1350	i	2.2	0.6	4.1
COc1ccc(N2Cc3ccccc3C2=NC(=O)c2cccc([N+](=O)[O-])c2)cc1	-0.326	-0.203	-0.159	-0.255	6.4%	-0.2	5.2	i	7.8	-0.6%	-0.07	1521	-1.6	1075	i	3.0	1.2	4.5
Cc1ccc(-n2cnc3ncnc(-c4ccccc4)c32)cc1	1.1	-0.36	1.26	-0.603	13.5%	-2.4	-4.3	i	1.6	-1.5%	1.35	1451	-1.3	887	i	3.1	3.4	5.2
CN(C)CCCN(C(=O)c1ccco1)c1nc2c(F)cccc2s1	-0.399	-0.379	-0.489	0.248	11.0%	-4.6	7.1	i	9.4	0.2%	0.08	1277	3.2	970	i	8.6	1.3	10.0
O=C(Nc1ccc(F)cc1)N1CCC(c2nc3c(nnn3Cc3cccc(Cl)c3)c(=O)[nH]2)CC1	-1.11	-0.295	-0.441	0.0649	-2.7%	-5.2	0.0	i	17.8	2.4%	-1.02	1645	/	/	i	3.8	3.1	9.3
Cc1ccc(N=Cc2ccc(N(C)C)cc2)cc1	0.349	-0.129	0.0973	-1.02	5.4%	-15.4	-2.8	i	-5.9	1.0%	-0.91	1407	-1.2	772	i	3.2	1.8	4.9
CC(C)C[C@H](NC(=O)c1nc[nH]c1C(=O)N1CCN(C(=O)OC(C)(C)C)CC1)C(=O)OCc1ccccc1	0.236	-0.163	0.414	0.0625	-1.8%	-8.5	-7.4	i	-2.0	-0.5%	-0.6	1341	4.4	935	i	2.8	1.7	0.6
COc1ccccc1N1CCN(C(=O)/C=C/c2ccc(C)cc2)CC1	0.466	-0.22	0.572	-1.32	-4.4%	-10.3	-15.8	i	-9.7	-1.2%	0.02	1457	-0.9	549	i	3.0	3.0	7.5
Cc1ccc(C)c(S(=O)(=O)Nc2ccccc2C(=O)Nc2ccccc2N2CCOCC2)c1	0.87	0.688	1.02	-1.12	10.3%	31.0	8.2	i	-17.1	-0.5%	-0.65	970	-3.5	1239	i	2.5	1.3	6.6
CC(C)(C)NC(=O)NC(=O)CN1CCN(C(c2ccccc2)c2ccccc2)CC1	0.127	-0.383	-0.293	0.377	-5.9%	54.1	29.5	i	-0.6	-0.5%	-0.56	1143	-0.9	1071	i	10.6	0.5	8.0
O=C(CCN1C(=O)c2ccc([N+](=O)[O-])cc2C1=O)Nc1ccc(O)cc1C(=O)O	-0.785	-0.344	-0.528	0.761	1.8%	-17.3	-8.4	i	10.2	1.0%	-0.49	1115	-1.2	1072	i	2.0	1.7	9.0
Cc1ccc(C(=O)O/N=C2\CCCc3ccccc32)cc1	-0.268	0.0451	-0.413	0.664	-6.5%	5.3	4.5	i	2.8	-1.5%	-0.19	1524	-0.6	1371	i	0.9	1.3	6.2
COC(=O)CCc1c(C)[nH]c(C(=O)OCc2ccccc2)c1C	0.0333	-0.0454	0.538	-0.282	-1.9%	7.7	6.2	i	9.8	-0.2%	-1.17	1309	-0.4	1122	i	3.0	1.3	0.9
O=S(=O)(Cc1ccccc1Cl)Nc1ccccn1	-0.345	-0.248	-0.371	0.0646	1.6%	7.7	4.3	i	-5.1	0.2%	0.96	1247	1.0	1034	i	4.3	2.6	2.1
O=C(NC(=S)Nc1ccc2c(c1)OCCO2)c1ccccc1F	1.11	-0.348	1.26	-1.05	0.0%	22.1	24.4	i	0.8	-0.3%	0.61	1631	0.4	1122	i	3.2	2.9	6.2
CNC(=O)N(O)C1N(/N=C/c2cccs2)C(=S)SC1(C)C (stereo not drawn)	0.357	-0.324	0.137	0.73	-6.7%	/	/	/	/	-0.6%	-0.15	1457	0.3	1151	i	/	/	/
CC(C)(C)c1ccc(-c2nnc(SCC(=O)Nc3sc4c(c3C#N)CCCC4)o2)cc1	0.266	0.0454	0.504	-0.667	6.0%	10.3	2.8	i	0.3	51.4%	-0.13	1210	-0.3	972	i	2.5	2.0	8.5
COc1ccc(N2C(=S)NC3c4cc(Cl)ccc4OC2(C)C3C(=O)N(C)C)cc1 (stereo not drawn)	1.6	-0.108	0.961	-1.37	-8.9%	12.3	2.7	i	20.9	-2.2%	/	/	4.0	1046	i	11.7	21.8	18.9
